TDP43 rescue: qHTS of TDP-43 Inhibitors; TDP-43 expressing yeast growth rescue, BacTiter-Glo, 24 h; Potency, µM (titrated, usually from 46.1 µM), inactives show top-dose growth rescue (activation), most hits filed as activators; 410,000 compounds, 1.8% hits; AID 652104, 2013; also: % of control where 0% means no effect; nearly all actives have a fitted effect of over 50% in size
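Yeast cells expressing TDP-43 under galactose induction are exposed to compounds for 24 hr at 30 deg C. BacTiter-Glo luminescence measures growth, so protective compounds score as activators.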
FUS yeast rescue: qHTS for Suppressors of FUS Proteinopathy: Primary screen using FUS-linked yeast assay; S. cerevisiae FUS-expressing, growth rescue, OD600, 24 h; Potency, µM (series often up to 76.6 µM), for inactives: at the top dose growth rescue (activation), actives largely listed as activators; 390,000 compounds, 0.24% hits; AID 1347120, 2019;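 also: plate controls were DMSO vehicle for no effect and reference control for full effect; nearly all actives have a fitted effect of over 55% in size; some results filed as inactive show a strong effect at the top dose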
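Absorbance at 600 nm, taken 24hr after compound addition, measured rescue of FUS-yeast growth at 30C. Induction used 2% galactose with seeding at OD 0.005. Controls: CP55940 from 92uM final, DMSO only.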
EPAC1 agonist: qHTS for Agonist of cAMP-regulated guanine nucleotide exchange factor 3 (EPAC1): primary screen | EPAC1 agonist qHTS, biochemical assay; response scale: 100% = response to 6.5 mM cAMP | AID 720707, 2013 | Rap guanine nucleotide exchange factor 3 (Homo sapiens), O95398 | Potency, µM (highest dose often 154 µM), without a hit: at the highest dose activation, most hits filed as activators | 360,000 compounds, 0.073% hits; also: nearly all actives have a fitted effect of over 60% in size
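Nucleotide exchange by EPAC1 (100 nM) on Rap1B–BODIPY-GDP (250 nM) in the presence of 50 uM GDP is tracked fluorescently at 480/540 nm over 30 min. Signals are normalized to a 6.5 mM cAMP control.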
EPAC2 antag: qHTS for Antagonist of cAMP-regulated guanine nucleotide exchange factor 2 (EPAC2): primary screen. Rap guanine nucleotide exchange factor 4 (Homo sapiens), Q8WZA2. EPAC2 GEF exchange of Rap1B-BODIPY-GDP, fluorescence. Potency, µM (top dose mostly 114 µM), inactives show top-dose activity, negative = inhibition, most hits filed as inhibitors. 360,000 compounds, 0.18% hits; also: % is scaled to controls: 0 for no effect and ±100 for the full control effect; nearly all actives have a fitted effect of over 45% in size; many of its hits are not listed in these tables
EPAC2 agonist: qHTS for Agonist of cAMP-regulated guanine nucleotide exchange factor 4 (EPAC2): primary screen; EPAC2 activation, biochemical qHTS; response scale: 100% = 6.5 mM cAMP response; Potency, µM (highest dose often 154 µM), for inactives: at the highest dose activation, actives largely listed as activators; 360,000 compounds, 0.079% hits; also: nearly all actives have a fitted effect of over 50% in size
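EPAC2 (100 nM) mixed with Rap1B loaded with BODIPY-GDP (250 nM) plus 50 uM unlabeled GDP; compounds pinned in, 5 min RT, then read every 5 min for 30 min (ex 480, em 540 nm). Normalized to cAMP control.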
aSyn yeast inh: qHTS of alpha-syn Inhibitors; Yeast expressing alpha-synuclein, growth rescue, BacTiter-Glo, 24 h; Potency, µM (titrated, usually from 46.1 µM), for inactives: top-dose growth rescue (activation), most hits filed as activators; 370,000 compounds, 0.14% hits; also: % of control where 0% means no effect; nearly all actives have a fitted effect of over 65% in size
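Readout is rescue of growth in alpha-synuclein-expressing yeast, so inhibitors of toxicity appear as activators. Growth after 24 hr at 30 deg C in galactose medium is quantified by luminescence.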
PTHR1 agonist: qHTS for PTHR1 Agonists: Primary Screen; HEK293 GP2 PTHR1 cells, GloSensor cAMP luminescence, 1 h; 410,000 compounds, 0.075% hits; Potency, µM (top dose mostly 115 µM), for inactives: at the highest dose activation, usual class: activators; also: nearly all actives have a fitted effect of over 55% in size; some results filed as inactive show a strong effect at the top dose; inactives centre near -15; many of its hits are not listed in these tables
Target sequence (Q03431 whole entry, looked up): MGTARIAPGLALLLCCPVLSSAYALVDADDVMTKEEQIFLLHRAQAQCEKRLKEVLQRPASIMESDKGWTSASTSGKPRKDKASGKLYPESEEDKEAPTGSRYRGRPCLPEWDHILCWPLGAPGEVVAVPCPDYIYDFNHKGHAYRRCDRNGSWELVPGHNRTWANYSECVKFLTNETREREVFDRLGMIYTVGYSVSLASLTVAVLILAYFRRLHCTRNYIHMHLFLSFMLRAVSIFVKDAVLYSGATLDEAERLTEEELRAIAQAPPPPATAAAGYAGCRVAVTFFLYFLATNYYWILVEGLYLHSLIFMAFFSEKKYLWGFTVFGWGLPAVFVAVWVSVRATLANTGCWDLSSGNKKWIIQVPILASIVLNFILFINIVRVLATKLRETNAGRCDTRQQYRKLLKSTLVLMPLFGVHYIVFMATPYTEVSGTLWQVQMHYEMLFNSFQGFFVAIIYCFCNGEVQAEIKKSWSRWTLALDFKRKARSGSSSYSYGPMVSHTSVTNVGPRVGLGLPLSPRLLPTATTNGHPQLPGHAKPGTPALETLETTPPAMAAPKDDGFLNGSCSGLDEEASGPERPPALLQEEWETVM
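HEK-293-derived GP2 cells expressing PTHR1 and a GloSensor cAMP reporter, 3,000/well, plated overnight, given luciferin plus IBMX (each 0.5 mM as added) for 1 h at 37 °C, then compound for 1 h at 37 °C. Luminescence was read after 15 min at room temperature.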
EPAC1 antag: qHTS for Antagonist of cAMP-regulated guanine nucleotide exchange factor 3 (EPAC1): primary screen; EPAC1 GEF assay, Rap1b-BODIPY-GDP exchange fluorescence; Potency, µM (top dose mostly 115 µM), inactives show at the highest dose activity change, negative = inhibition, usual class: inhibitors; AID 720709, 2013; 360,000 compounds, 0.14% hits; Rap guanine nucleotide exchange factor 3 (Homo sapiens), O95398;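 also: plate controls were vehicle for no effect and positive control for full effect; nearly all actives have a fitted effect of over 50% in size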
Starred values were filed as active, the others as inactive; i = inactive; ? = inconclusive; / = no result given; [ ] = remark or other dose. Calls follow the shape of the dose curve; as a rule, active = well fitted curve in the direction sought with a large enough effect; inconclusive = small, poorly fitted or top-dose-only effect, or another doubt; inactive = no such curve, though single readings can be large; an effect the other way counts as inactive or inconclusive. Potency is read from the fitted curve at half-maximal effect. An excerpt (hit frequency here may not be typical).

SMILES,TDP43 rescue,FUS yeast rescue,EPAC1 agonist,EPAC2 antag,EPAC2 agonist,aSyn yeast inh,PTHR1 agonist,EPAC1 antag
O=C(OCc1cccc([N+](=O)[O-])c1)c1cc2ccccc2oc1=O,-6.1%,-3.1%,-3.1%,17.5%,4.7%,1.3%,i,-4.1%
COc1ccc(C)cc1S(=O)(=O)N(C)CC(=O)N1CCCC1,2.5%,-19.9%,15.1%,-2.2%,13.5%,0.2%,-5.1%,20.0%
Cn1c(=O)[nH]c(=O)c2c1nc(SCCC(=O)O)n2Cc1cccc(Br)c1,-29.7%,16.0%,10.6%,2.1%,-3.5%,-2.3%,8.3%,4.3%
CC(C)c1ccc(NC(=O)c2cc([N+](=O)[O-])ccc2N2CCOCC2)cc1,29.6%,?,3.2%,-15.7%,5.7%,-6.1%,-1.8%,-4.5%
CCc1ccc2oc(C(=O)N3CCN(C)CC3)cc(=O)c2c1,12.0%,-23.5%,-4.5%,3.3%,5.2%,0.4%,i,0.0%
O=C(COc1ccc(Cl)cc1)N(Cc1ccccc1)c1ccccn1,18.1%,20.4%,14.7%,-6.4%,12.7%,0.6%,i,2.4%
CC(=O)NCCc1nc2cc(NC(=O)c3ccc(F)cc3)ccc2n1C,?,24.3%,4.3%,12.2%,14.1%,0.5%,i,-8.3%
Cc1ccc(C)c(NC(=O)Nc2ccc3c(c2)OCO3)c1,15.1%,9.2%,8.6%,0.7%,-0.6%,-6.6%,-0.7%,-13.4%
CC(=O)c1c(C)[nH]c(C(=O)COc2ccc3ccc(=O)oc3c2)c1C,6.7%,14.2%,-3.0%,-0.6%,1.7%,-0.3%,-21.5%,-21.8%
CCN(CC)c1ccc(NC(=O)c2cnccn2)cc1S(=O)(=O)Nc1ccc(OC)cc1,1.8%,/,-0.1%,-8.7%,-2.7%,5.7%,-3.8%,-7.0%
Cc1ccc(C)c(OCC(=O)Nn2c(C)nc3ccccc3c2=O)c1,1.2%,11.1%,-3.1%,-2.2%,0.0%[15.6 µM],-1.9%,i,11.6%
CN(CC(=O)OCC(N)=O)S(=O)(=O)c1ccc(Cl)cc1,-16.4%,15.7%,8.9%,-0.2%,-6.6%,-1.4%,-5.7%,-22.0%
CCCCN1CC(N2CCCCC2)CS1(=O)=O (centres undefined),14.6%,-32.2%,12.2%,17.3%,4.8%,0.3%,-21.1%,15.6%
Cc1ccc(S(=O)(=O)N2CCN(C(=O)c3ccccc3OCc3c(C)noc3C)CC2)cc1C,-20.8%,19.2%,-4.9%,-7.8%,0.9%,-1.7%,-16.3%,5.7%
N#Cc1c2n(c(=O)[nH]c1=O)CCCCC2,-4.5%,-47.4%[inhibitor],0.8%,-8.1%,-5.7%,-2.6%,-6.9%[57.5 µM],-2.9%
Cc1nc2c(s1)sc1ccccc12,3.1%,17.0%,5.4%,-2.9%,1.5%,0.4%,-10.9%[57.5 µM],2.3%
COCO/C=C(\NC(C)=O)c1ccccc1,17.8%,-23.8%,7.5%,16.3%,7.2%,-6.0%,i,12.4%
CC(C)(C)C(=O)Nc1nnc(SCC(=O)NCc2ccco2)s1,1.0%,22.4%,6.9%,5.3%,-4.8%,0.8%,i,-19.6%
N#C/C(=C/c1ccc(Br)s1)C(=O)NCCc1c[nH]c2ccccc12,5.8%,-1.8%,18.1%,10.1%,17.9%,0.3%,-30.5%[inhibitor],10.2%
CCc1ccc(OCC(=O)NNC(=O)c2ccc(-n3cncn3)c([N+](=O)[O-])c2)cc1,-8.7%,48.4%,2.7%,8.6%,8.1%,1.0%,-11.0%,1.1%
CC1CCN(C(=O)COC(=O)c2cc([N+](=O)[O-])ccc2N2CCOCC2)CC1,25.9%,1.1%,1.2%,-1.7%,-11.5%,10.1%,i,-5.5%
CC1CCc2c(C(=O)NCCN3CCOCC3)csc2C1 (centres undefined),-19.8%,28.1%,4.5%,-10.4%,0.2%,-6.1%,-7.7%[57.5 µM],-4.1%
COc1ccc(C)cc1NC(=O)C1CCCN(S(=O)(=O)c2cnc[nH]2)C1 (centres undefined),23.2%,16.4%,-1.2%,8.0%,-3.5%,1.6%,-3.9%,-3.4%
CCOc1cc(N2CCOCC2)c(OCC)cc1NC(=O)c1ccc(-n2ccnc2)c([N+](=O)[O-])c1,10.0%,?,2.9%,-12.0%,-2.0%,2.0%,i,2.3%
O=C(CC(c1ccccc1)(c1ccccc1)c1ccccc1)N[C@@H](Cc1ccccc1)C(=O)O,17.6%,?,-32.2%[inhibitor],-18.3%,7.7%,0.2%,i,-10.9%
CCOC(=O)N1CCN(C(=O)c2ccc(CNS(=O)(=O)c3ccc(NC(C)=O)cc3)cc2)CC1,-5.7%,2.4%,6.8%,4.4%,9.8%,-4.8%,i,-0.9%
CC(C)COC(=O)N(C)C[C@H]1OCc2cnnn2CCCC(=O)N([C@H](C)CO)C[C@@H]1C,3.5%,-18.7%,-10.2%,-4.6%,-3.3%,-1.2%,-32.1%[inhibitor],1.1%
CO/N=C(\C(=O)O)c1csc(NN=C(C)C)n1,1.3%,7.7%,-3.5%,11.9%,0.3%,-9.2%,i,6.3%
COCCCn1c(SCC(=O)Nc2ccc3c(c2)OCCO3)nnc1-c1ccoc1C,11.1%,5.8%,-6.9%,11.7%,-2.6%,2.7%,i,-4.5%
COc1ccccc1-c1ccc(=O)n(CC(=O)NCc2cccs2)n1,-2.9%,10.5%,6.3%,0.5%,13.3%,-4.6%,-15.5%,21.1%
CCCCc1c(O)nc(SCC(=O)NCCc2ccc(OC)c(OC)c2)[nH]c1=O,5.9%,-24.7%,11.1%,0.1%,6.3%,-2.3%,i,-23.2%
O=C(CN1CCN(Cc2ccc(Cl)cc2)C1=O)NCCCN1CCN(c2ccc(F)cc2)CC1,-8.5%,4.0%,10.4%,-1.3%,-0.9%,1.0%,-12.0%[57.5 µM],2.9%

Part of the list above, with each value named:
CCc1ccc2oc(C(=O)N3CCN(C)CC3)cc(=O)c2c1
  TDP43 rescue: 12.0%
  FUS yeast rescue: -23.5%
  EPAC1 agonist: -4.5%
  EPAC2 antag: 3.3%
  EPAC2 agonist: 5.2%
  aSyn yeast inh: 0.4%
  PTHR1 agonist: i
  EPAC1 antag: 0.0%
O=C(COc1ccc(Cl)cc1)N(Cc1ccccc1)c1ccccn1
  TDP43 rescue: 18.1%
  FUS yeast rescue: 20.4%
  EPAC1 agonist: 14.7%
  EPAC2 antag: -6.4%
  EPAC2 agonist: 12.7%
  aSyn yeast inh: 0.6%
  PTHR1 agonist: i
  EPAC1 antag: 2.4%

Remaining list, next part.
SMILES,TDP43 rescue,FUS yeast rescue,EPAC1 agonist,EPAC2 antag,EPAC2 agonist,aSyn yeast inh,PTHR1 agonist,EPAC1 antag
O=C(COC(=O)c1cc(=O)[nH]c2ccccc12)Nc1nc(-c2ccccc2)cs1,10.0%,-15.1%,2.2%,9.8%,6.7%,-2.6%,-12.0%,-25.8%
Cc1cc(C(=O)CSc2nnnn2-c2ccc(O)cc2)c(C)n1C,-20.7%,38.2%,13.4%,-2.3%,15.8%,2.3%,-15.0%,-1.5%
Cc1c(/C=C(\C#N)C(=O)NCc2ccccc2)cc(C#N)n1C,-0.6%,3.7%,5.1%,2.7%,6.8%,0.2%,-23.0%,-23.2%
C=CCNC(=S)Nc1sc2c(c1C(=O)OCC)CCN(C(=O)OCC)C2,9.4%,43.6%,-2.8%,-14.6%,-3.5%,1.3%,-8.0%[57.5 µM],-2.7%
O=C(CCc1ccccc1)c1ccc2c(c1)OCCCO2,?,7.8%,5.0%,-6.8%,13.0%,0.0%,-92.3%[inhibitor][57.5 µM],-3.8%
Cc1ccccc1N(CC(=O)NCCSc1ccccn1)S(=O)(=O)c1ccccc1,-11.8%,21.6%,-3.8%,0.7%,13.9%,-8.1%,-1.6%,-30.3%
CN(C)CC(C)(C)CNS(=O)(=O)c1ccc(Cl)s1,-15.8%,-16.5%,-4.3%,10.7%,-2.9%,-3.8%,-20.0%,18.4%
CCOc1cc(/C=N/NC(=O)N/N=C/c2ccc(O)c(OCC)c2)ccc1O,22.8%,20.3%,-2.2%,-4.1%,14.1%,-10.0%,-2.0%,3.4%
COCc1cc(=O)[nH]c(/N=C(\N)Nc2ccc(C)cc2)n1,-2.8%,12.2%,10.0%,0.6%,0.9%,?,-4.3%[57.5 µM],-5.0%
CCOC(=O)C1CCCN(Cc2c(Cl)cccc2Cl)C1 (centres undefined),-17.3%,2.8%,9.8%,-2.0%,10.9%,-9.8%,-18.9%,-6.4%
Cc1cn([C@H](C(=O)NCCCCCCCCCCC(=O)N2CCNCC2)[C@@H](C)O)nn1,-21.6%,-34.3%,-27.2%,9.6%,2.8%,15.8%,?,-13.7%
COc1ccc(NC(=O)CCNC(=O)N2CC(=O)Nc3ccccc32)cc1,15.0%,-14.8%,4.4%,15.3%,5.3%,-1.6%,-7.2%,0.5%
CCC(=O)NC(C)c1cc(Cl)c2cccnc2c1O (centres undefined),/,-16.3%,-5.9%,10.8%,10.2%,/,-8.3%,-16.1%
O=C(CNc1ccccc1Cl)Nc1cc(S(=O)(=O)N2CCOCC2)ccc1Cl,-8.5%,13.5%,7.0%,-7.7%,16.4%,-4.9%,i,-20.8%
CCCCOCCCNC(=O)c1ccc([N+](=O)[O-])c(C)c1,6.8%,/,2.1%,-8.3%,-3.5%,0.5%,-12.8%,-2.3%
O=C(CN1CCCC1)Nc1ccc(-c2nc3cc(NC(=O)CN4CCCC4)ccc3o2)cc1,16.4%,1.5%,-1.4%,5.7%,4.5%,-3.5%,i,-1.0%
